Jurkat NFkB inh: inhibitors of the PMA/ionomycin-induced NF-kB reporter in Jurkat cells; inhibition, % at 4 µM; 330,000 compounds, 0.53% hits; PMA/ionomycin-induced NF-kB luciferase reporter, luminescence; AID 435003
Apaf-1 inh: human Apaf-1 inhibition; inhibition, % at 20 µM; 330,000 compounds, 0.71% hits; reconstituted apoptosome caspase-3 activity, DEVD-Rh110 fluorescence; AID 489030; active = inhibition of at least 40% at 20 µM;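 note: plate controls were DMSO wells for no effect and DEVD-CHO caspase inhibitor wells for full effect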
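Material: reconstituted apoptosome with Apaf-1, cytochrome c, caspase-9, procaspase-3, dATP; medium: pH 7.5 Hepes buffer with CHAPS, BSA, DTT; also added: cytochrome c and DEVD-Rh110 substrate; timing: 30 min plus 50 min, RT; signal: Rh110 fluorescence intensity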
SENP8 inh: blocks the human protease SENP8; Q96LD8; purified SENP8, Z-RLRGG-aminoluciferin cleavage, luminescence; inhibition, % at 10 µM; 330,000 compounds, 1.2% hits; AID 2540
UBC13 inh: inhibitors of human UBC13 polyubiquitin chain formation. TR-FRET. inhibition, % at 20 µM. P61088. 330,000 compounds, 0.47% hits; in the data active = inhibition above about 45%, passing the limit was not always enough
SENP7 block: blocks the human protease SENP7; Q9BQF6; recombinant SENP7, Z-RLRGG-aminoluciferin luminescence, 40 min; inhibition, % at 5 µM; 330,000 compounds, 1.5% hits; AID 434973;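 active = inhibition above about 50% at the single test dose, limit read from the data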;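 note: plate controls were DMSO with enzyme for no effect and no enzyme buffer wells for full effect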
Gli-Sufu block: antagonists of Gli-Sufu signaling. Sufu-KO-LIGHT fibroblasts, Gli luciferase reporter luminescence. inhibition, % at 5 µM. 340,000 compounds, 0.74% hits. AID 588413;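 active = inhibition above about 55%, limit read from the data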;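 note: 0% = DMSO-treated cells and 100% = wells with medium but no cells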
HKDC1 inh: inhibitors of human hexokinase HKDC1; Q2TB90; recombinant HKDC1, G6PDH/diaphorase resazurin coupled fluorescence; inhibition, % at 20 µM; 340,000 compounds, 0.16% hits;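 active = inhibition above about 35% when tested at 20 µM, limit read from the data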;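 note: plate controls were DMSO wells with enzyme for no effect and DMSO wells lacking enzyme for full effect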
Target sequence (Q2TB90 whole entry, looked up): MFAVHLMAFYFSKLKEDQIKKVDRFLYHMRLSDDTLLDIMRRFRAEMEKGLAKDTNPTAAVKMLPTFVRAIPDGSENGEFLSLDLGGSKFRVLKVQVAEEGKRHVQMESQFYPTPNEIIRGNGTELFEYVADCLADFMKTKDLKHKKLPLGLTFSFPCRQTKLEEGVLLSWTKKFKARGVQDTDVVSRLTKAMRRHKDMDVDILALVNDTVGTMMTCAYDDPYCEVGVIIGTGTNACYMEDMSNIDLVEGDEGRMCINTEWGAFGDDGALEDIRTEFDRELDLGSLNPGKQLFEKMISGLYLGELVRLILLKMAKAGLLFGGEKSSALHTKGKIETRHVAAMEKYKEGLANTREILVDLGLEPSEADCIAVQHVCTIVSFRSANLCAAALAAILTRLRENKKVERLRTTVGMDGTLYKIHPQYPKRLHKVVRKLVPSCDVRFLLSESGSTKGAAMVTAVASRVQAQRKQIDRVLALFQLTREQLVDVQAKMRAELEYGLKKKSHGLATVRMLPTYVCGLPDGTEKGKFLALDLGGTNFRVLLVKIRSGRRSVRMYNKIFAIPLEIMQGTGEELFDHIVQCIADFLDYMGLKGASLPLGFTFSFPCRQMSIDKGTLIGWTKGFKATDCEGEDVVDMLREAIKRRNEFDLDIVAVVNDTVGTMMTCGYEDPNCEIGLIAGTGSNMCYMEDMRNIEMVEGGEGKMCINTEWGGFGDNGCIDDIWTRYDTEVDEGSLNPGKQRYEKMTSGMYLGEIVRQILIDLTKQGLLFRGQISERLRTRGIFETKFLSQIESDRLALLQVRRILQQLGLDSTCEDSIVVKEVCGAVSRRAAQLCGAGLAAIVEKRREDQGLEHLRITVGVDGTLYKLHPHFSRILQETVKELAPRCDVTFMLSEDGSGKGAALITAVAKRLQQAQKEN
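Test system: recombinant HKDC1 (HK5) hexokinase enzyme, produced in-house; Amount: enzyme 5 µg/mL final; Buffer or medium: Tris pH 8.0 buffer with MgCl2, Tween-20, BSA, BME; Reagent: glucose and ATP substrates; Doses: 20 µM test compound, 1% DMSO; Incubation: 90 min reaction incubation at room temperature, dark; Detection: resorufin fluorescence at 613 nm.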
697 NFkB inh: inhibitors of the PMA/ionomycin-induced NF-kB reporter in 697 B cells. 697 B-cell NF-kB luciferase reporter, 16 h. 330,000 compounds, 0.33% hits. inhibition, % at 4 µM; in the data active = inhibition above about 35%
An asterisk follows results filed as active; · = not tested or not shown. Cut-off read from the data, not from the text of the source, unless noted: active = inhibition above about 50%; inactive = the rest.

entry	canonical_smiles	Jurkat NFkB inh	Apaf-1 inh	SENP8 inh	UBC13 inh	SENP7 block	Gli-Sufu block	HKDC1 inh	697 NFkB inh
1	O=C(O)c1cccnc1C(=O)c1ccccc1	-3	-26	2	1	-4	3	-1	13
2	COc1cccc(C(=O)NNC(=S)NC2CCCCC2)c1	-45	-9	-1	6	8	-53	-7	-74
3	CCOc1ccc(N(C(=O)Nc2ccccc2)C2=NCCC2)cc1	-11	-13	-3	5	-1	-4	-2	9
4	O=S(=O)(NC1CCCCCC1)c1cccc2cccnc12	6	-8	-8	1	-5	2	1	1
5	COCCNC(=O)C(c1ccc(O)cc1)N(Cc1ccccc1)C(=O)CCC(=O)Nc1nccs1 (stereo not given)	6	0	-2	10	4	-6	-6	25
6	CCCOC(=O)c1ccc(NC(=O)c2cnccn2)cc1	-49	11	7	2	16	-72	-8	-49
7	O=C1CCC([N+](=O)[O-])C(c2cccc(Br)c2)N1 (stereo not given)	6	3	1	-10	-1	-29	-4	4
8	NC(=O)c1nsc(C(=O)N(Cc2cccnc2)C(C(=O)NC2CCCCC2)c2ccc(F)cc2)c1N (stereo not given)	-13	9	-1	9	8	-12	-5	-1
9	COc1ccc(OCC(=O)Nc2ccc(N3CCCCC3)cc2)cc1	-4	-1	-11	-10	1	3	-12	-7
10	C#CCOCCOCCOCCNc1nc(N2CCN(C(=O)[C@H]([C@@H](C)CC)n3cc([C@@H](N)CC(C)C)nn3)CC2)nc(N2CCN(C(=O)[C@H](Cc3cc4ccccc4[nH]3)n3cc([C@@H](N)Cc4ccc(O)cc4)nn3)CC2)n1	12	56*	-12	74*	-2	0	9	4

Looked up above.
compound 8 @ Apaf-1 inh = 9
compound 9 @ SENP7 block = 1
compound 10 @ Apaf-1 inh = 56*
compound 2 @ UBC13 inh = 6
compound 3 @ UBC13 inh = 5

Following part
entry	canonical_smiles	Jurkat NFkB inh	Apaf-1 inh	SENP8 inh	UBC13 inh	SENP7 block	Gli-Sufu block	HKDC1 inh	697 NFkB inh
11	Cc1cc(C)cc(NC(=O)c2oc3ccccc3c2COc2ccccc2)c1	18	4	3	9	0	7	-1	14
12	CC1CCc2sc(C(=O)NNS(=O)(=O)c3ccc(F)c(F)c3F)cc2C1 (stereo not given)	7	6	17	-1	-2	-13	3	2
13	CCOC(=O)C1CCN(C(=O)COc2ccc(Cl)cc2)CC1	-2	6	-7	-5	10	-2	3	-4
14	COc1ccc(NC(=O)COc2ccc3c(c2)CCC3)cc1	0	0	-1	8	3	7	-6	4
15	O=C(O)c1cc(S(=O)(=O)N2CCCCC2)ccc1F	-4	-4	-7	7	3	7	-6	14
16	CCc1ccc(C(=O)C[n+]2cccc3cc(OC)ccc32)cc1	23	12	-9	14	5	38	-5	0
17	COc1ccc(OCCOC(=O)c2ccc(-n3cnnn3)cc2)cc1	13	1	-6	8	3	12	-6	22
18	CCn1nnnc1NCc1ccc(OCc2c(F)cccc2Cl)c(OC)c1	-17	-3	-5	-4	-9	6	-5	-8
19	Cc1ccc(S(=O)(=O)CCC(=O)OCC(=O)Nc2ccc(N3CCOCC3)cc2)cc1	13	0	-2	-5	4	-12	-2	21
20	CC(=O)Nc1ccc(NC(=O)C(C)Sc2nnc(C3CC3)n2-c2ccccc2)cc1 (stereo not given)	-7	-2	-8	4	6	·	1	11
21	O=C(NCC1CCCO1)C1CCN(C2CCN(C(=O)CC3CCCC3)CC2)CC1 (stereo not given)	14	2	-4	6	6	7	-6	2
22	COc1cc(C(=O)NCc2nnc(SCC(=O)N3CCCC3)o2)cc(OC)c1OC	-8	-1	-13	-3	-8	·	-2	-8
23	Cc1nnc(SCC(=O)Nc2cccc([N+](=O)[O-])c2)n1CC1CCCO1 (stereo not given)	6	-3	7	-7	10	-17	6	9
24	COc1ccc(Nc2nc(N)nc(CN3CCC(Cc4ccccc4)CC3)n2)cc1	5	12	-12	1	14	22	1	-47
25	NC(=O)Nc1ccc(Cl)cc1	3	-14	-7	-7	-1	0	-8	3
26	Cc1ccc(NS(=O)(=O)c2c(C)[nH]c(C)c2C(=O)N2CCCC2)cc1Cl	2	8	-3	1	4	6	2	-17
27	O=C(CNc1ccc(Cl)cc1)NNC(=S)NCc1ccccc1	-2	12	3	0	5	31	4	-7
28	O=C(COc1ccc(Cl)cc1Cl)NC1CCSC1=O (stereo not given)	-21	5	0	-4	-2	-70	2	-79
29	CCN(CC)CCCOC(=O)C(c1ccccc1)c1ccccc1	-8	-3	4	11	3	7	-6	-16
30	Cc1ccc(/C=N/NC(=S)NC2CCS(=O)(=O)C2)cc1 (stereo not given)	7	-27	7	3	-2	-1	-2	6

No new results follow: entries from further up.
entry	canonical_smiles	Jurkat NFkB inh	Apaf-1 inh	SENP8 inh	UBC13 inh	SENP7 block	Gli-Sufu block	HKDC1 inh	697 NFkB inh
11	Cc1cc(C)cc(NC(=O)c2oc3ccccc3c2COc2ccccc2)c1	18	4	3	9	0	7	-1	14
12	CC1CCc2sc(C(=O)NNS(=O)(=O)c3ccc(F)c(F)c3F)cc2C1 (stereo not given)	7	6	17	-1	-2	-13	3	2
13	CCOC(=O)C1CCN(C(=O)COc2ccc(Cl)cc2)CC1	-2	6	-7	-5	10	-2	3	-4
14	COc1ccc(NC(=O)COc2ccc3c(c2)CCC3)cc1	0	0	-1	8	3	7	-6	4

The listing continues:
entry	canonical_smiles	Jurkat NFkB inh	Apaf-1 inh	SENP8 inh	UBC13 inh	SENP7 block	Gli-Sufu block	HKDC1 inh	697 NFkB inh
31	COc1ccc(CNC(=O)OCCN2CCN(S(=O)(=O)c3ccc(C)cc3)CCC2=O)cc1	-2	-4	-9	-4	6	29	-3	12
32	CC(=O)c1ccc(OC(C)C(=O)OCC(=O)NCCc2ccccc2)cc1 (stereo not given)	-4	-4	-10	-3	-13	-9	-3	12
33	CCOC(=O)c1sc2nc(C(C)C)c3c(c2c1N)CC(C)(C)OC3	-18	12	-2	14	3	20	0	-6
34	S=C1SCN(Cc2cccnc2)CN1Cc1cccnc1	15	-6	-2	5	1	28	-5	-4
35	Cc1ccc2[nH]c(=O)cc(C(=O)OC(C)C)c2c1	-10	21	-5	14	-8	-9	-8	3
36	COc1ccc([C@@H]2[C@@H]3C(=O)N(C(C)(C)C)C(=O)[C@@H]3[C@]3(Cc4ccccc4)C(=O)N(c4ccc(C(F)(F)F)cc4)C(=O)N23)cc1	9	5	3	-16	0	-5	-2	-1
37	CCCn1nc(C(=O)Nc2nc3ccccc3[nH]2)c2ccccc2c1=O	6	-10	-8	0	-5	5	-5	17
38	COc1cc(OC)c(OC)cc1CN1CCSCC1	2	-10	-1	4	2	1	-5	26
39	Cc1ccc(-c2nc(C=Nc3cccc(C)c3)c(O)o2)cc1	1	5	-5	-9	4	-1	2	1
40	O=C(Nc1ccccc1-c1ccccc1)c1ccccc1[N+](=O)[O-]	-4	4	0	1	4	18	-5	-1
41	NS(=O)(=O)c1ccc(NC(=O)C2COc3ccccc3O2)cc1 (stereo not given)	4	-1	-4	0	-5	-8	-2	9
42	COc1ccc(S(=O)(=O)N(C)C[C@H]2Oc3c(NC(=O)Nc4ccc(C(F)(F)F)cc4)cccc3C(=O)N([C@H](C)CO)C[C@@H]2C)cc1	6	19	3	38	11	14	1	19
43	CC(SCc1ccccc1)C(=O)Nc1ccc(F)cc1 (stereo not given)	2	-8	-1	13	-4	-4	-4	4
44	CC1=CN2C(=N)/C(=C/c3ccc(Sc4ccc(Cl)cc4)o3)C(=O)N=C2S1	-2	19	0	-26	3	2	-2	-16
45	O=C1NC(=O)/C(=C/c2ccccc2Cl)N1	-12	3	-12	-15	-5	-5	1	-32
46	COc1ncccc1C(=O)NC1CCCc2c1cnn2-c1ccc(C)c(C)c1 (stereo not given)	1	20	1	5	5	9	-2	-15
47	COc1cccc(C2=NNC(=NCc3ccccc3)SC2)c1	-25	-13	-4	-4	-1	-44	-14	-29
48	COc1ccc2oc(=Nc3ccc(C(=O)O)cc3)c(C(=O)NCc3ccco3)cc2c1	3	13	-16	-14	-5	1	2	-10
49	O=C(CC(C(=O)O)c1ccc(F)cc1)c1ccc(Cl)cc1 (stereo not given)	-20	4	-8	-3	-2	9	0	-5
50	CCCCOC(=O)n1c(=O)oc2ccc(S(=O)(=O)N3CCCCC3)cc21	-1	2	-5	-3	5	-1	2	23
51	Fc1ccc(COc2cccc(-c3n[nH]c(=S)o3)c2)cc1	-6	-2	26	-6	4	3	0	-5
52	CCSCc1nnc(SCC(=O)Nc2cc(F)ccc2C)n1C	1	-14	0	12	12	20	-5	7
53	COc1ccc(S(=O)(=O)Nc2ccccn2)cc1OC	0	-20	-3	0	-6	-8	-3	17
54	COc1cc(NC(=O)CCCl)cc(-n2cnnn2)c1	22	1	3	8	1	0	8	16
55	CN(Cc1ccccc1)S(=O)(=O)c1nnc(NC(=O)c2ccccc2F)s1	7	-5	23	-1	1	-3	8	7
56	CCOC(=O)C1=C(CCc2ccccc2)NC(=O)NC1c1ccc(C#N)cc1 (stereo not given)	-6	8	8	2	-2	-4	-4	15
57	Cc1ccc(Oc2nc(CN3CCOCC3)nc3sc4c(c23)CCC(C)C4)cc1 (stereo not given)	-6	41*	-5	10	6	6	-9	-21
58	Cc1cc(C(=O)CN2C(=O)NC(CC(C)C)C2=O)c(C)n1-c1ccccc1F (stereo not given)	-91	11	-12	-10	-5	-6	-9	-146
59	CC1(C)CC(C)(O)N(Cc2ccccc2)C(=S)N1 (stereo not given)	-11	-5	-9	-3	-7	0	-11	5
60	CCc1ccc(NC(=O)CSc2nc3ccccc3c(=O)n2CCCC(=O)NCCCN2CCOCC2)cc1	-2	3	-7	17	-11	·	-5	-15
61	Cc1[nH]c2ccccc2c1C(=O)CSc1nc2cc(S(=O)(=O)N3CCCCC3)ccc2o1	18	22	-3	-16	-7	55*	-1	-20
62	CC(CNC(=O)CN1C(=O)NC2(CCCCC2)C1=O)c1ccccc1 (stereo not given)	1	-3	7	7	-3	3	2	25
63	COc1cccc(CNC(=O)COC(=O)C2CCN(c3ccc(C(F)(F)F)cn3)CC2)c1	-2	11	1	16	8	-8	1	5
64	O=c1c2c(-c3ccc([N+](=O)[O-])cc3)ccnc2[nH]n1-c1ccccc1	5	8	2	-10	10	10	-1	7
65	Cc1cc2nc(N)sc2cc1[N+](=O)[O-]	-25	-16	-5	-1	-7	31	2	-10
66	CNC(=O)NC(=O)COC(=O)CCc1nc(=O)c2ccccc2n1C	15	-4	3	0	1	-6	-7	12

Assay outcomes as filed in PubChem BioAssay.

Compounds as they come; any-hit rate near 3.6%.
